# High-throughput results (PubChem)
# FBW7 act = human FBW7 E3 ligase activation, primary screen; Q969H0; AlphaScreen FBW7–phospho-cyclin E peptide binding, activator screen; normalized activity (activation), % at 26.1 µM; 650,000 compounds, 0.13% hits; AID 1259310; in the data active = normalized activity above about 1.9%;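 also: purified mutant Fbw7 with reduced substrate affinity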
# Target sequence (Q969H0 whole entry, looked up): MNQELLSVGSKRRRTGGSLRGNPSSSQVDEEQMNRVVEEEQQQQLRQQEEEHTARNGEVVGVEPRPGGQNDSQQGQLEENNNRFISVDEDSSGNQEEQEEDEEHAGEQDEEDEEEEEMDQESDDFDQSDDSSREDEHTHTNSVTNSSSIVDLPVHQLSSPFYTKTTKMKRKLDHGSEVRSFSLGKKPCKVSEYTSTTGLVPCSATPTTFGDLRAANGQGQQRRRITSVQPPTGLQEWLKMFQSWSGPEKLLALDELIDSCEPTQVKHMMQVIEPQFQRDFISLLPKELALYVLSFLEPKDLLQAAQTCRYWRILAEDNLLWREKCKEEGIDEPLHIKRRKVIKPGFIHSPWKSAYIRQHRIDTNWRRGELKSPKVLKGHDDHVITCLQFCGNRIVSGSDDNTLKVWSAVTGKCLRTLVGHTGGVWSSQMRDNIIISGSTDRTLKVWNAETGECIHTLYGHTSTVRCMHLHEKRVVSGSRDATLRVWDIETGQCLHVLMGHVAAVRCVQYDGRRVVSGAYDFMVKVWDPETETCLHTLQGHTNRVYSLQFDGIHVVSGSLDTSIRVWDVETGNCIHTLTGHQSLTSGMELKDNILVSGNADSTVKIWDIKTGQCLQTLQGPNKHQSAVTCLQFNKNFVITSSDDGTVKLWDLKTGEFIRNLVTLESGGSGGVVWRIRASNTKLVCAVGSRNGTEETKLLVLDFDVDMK
# MITF inh = human MITF inhibition, primary screen; O75030; AlphaScreen MITF homodimerization, bead proximity signal; inhibition, % at 2.6 µM; 650,000 compounds, 0.91% hits; AID 1259374; in the data active = inhibition above about 50%;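 also: 0% = vehicle wells with protein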
# GPR151 ag = activators of human GPR151 | Q8TDV0 | activation, % at 11.2 µM | 650,000 compounds, 1% hits | AID 1508602 | PathHunter beta-arrestin GPR151 cells, luminescence; in the data active = activation above about 4.9%;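 also: 0% = median of compound wells and 100% = cells with positive control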
# Target sequence (Q8TDV0 whole entry, looked up): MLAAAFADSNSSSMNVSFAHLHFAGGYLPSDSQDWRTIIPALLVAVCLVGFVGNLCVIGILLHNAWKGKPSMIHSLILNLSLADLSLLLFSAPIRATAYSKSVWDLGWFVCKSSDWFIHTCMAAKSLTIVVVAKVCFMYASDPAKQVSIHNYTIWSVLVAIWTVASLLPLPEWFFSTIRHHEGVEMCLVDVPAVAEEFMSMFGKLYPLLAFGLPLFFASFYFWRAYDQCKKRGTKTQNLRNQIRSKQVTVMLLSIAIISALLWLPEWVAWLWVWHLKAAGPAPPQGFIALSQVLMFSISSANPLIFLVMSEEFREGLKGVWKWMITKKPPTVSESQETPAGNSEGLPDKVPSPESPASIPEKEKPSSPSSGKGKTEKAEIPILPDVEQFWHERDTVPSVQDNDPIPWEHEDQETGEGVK
# TEAD-YAP inh = TEAD-YAP interaction inhibition; HEK-TIYL cells, TEAD-Gal4/YAP UAS-luciferase luminescence; inhibition, % at 9.12 µM; 640,000 compounds, 1.4% hits; AID 1259422; in the data active = inhibition above about 32%;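 also: 0% = median of test compound wells and 100% = reference inhibitor wells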
# An asterisk follows results filed as active; x = no result given. This is a random part of the collection. About 3.4% of those tested had a hit in this group.
SMILES,FBW7 act,MITF inh,GPR151 ag,TEAD-YAP inh
O=C(N/N=C/c1ccco1)c1cccc(I)c1,0.0,7.0,1.1,-4.1
COc1ccc(NC(=O)/C(C#N)=C/c2cc(C)n(-c3ccc(C(=O)O)cc3)c2C)cc1,0.2,14.6,-1.3,3.5
c1ccc2c(c1)CCN(c1nc(Nc3ccc(N4CCOCC4)cc3)c3ncn(C4CCCCC4)c3n1)C2,-0.2,3.9,-1.2,-9.0
CCC(=O)Nc1nnc(SCC(=O)Nc2ccc3c(c2)OCO3)s1,0.1,3.8,-0.9,2.6
COc1ccc(CCNC(=O)Cc2c(C)nc(SC(C)c3ccccc3)[nH]c2=O)cc1 (stereo not given),0.1,7.4,-1.2,5.0
CCOC(=O)c1sc(NC(=O)c2cc(=O)c3ccccc3o2)c(C(=O)OCC)c1C,-0.1,7.0,0.2,13.8
O=C(CNC(=O)c1ccc(Br)o1)OCC(=O)c1ccc(Cl)c(Cl)c1,0.0,-14.2,0.8,-8.4
CCN(CC)C(=O)C1CCCN(c2nc(C(=O)Nc3ccc(NC(C)=O)cc3)cs2)C1 (stereo not given),0.0,6.4,-3.0,-4.2
Cc1cc(C(=O)NC(C)(C)C)ccc1[N+](=O)[O-],0.0,7.6,0.7,0.2
N#Cc1c(-c2ccc(Cl)cc2)nc2n(c1=O)CCS2,0.1,1.2,-0.3,4.5
Cc1cc(C)n(CCNC2CCN(c3ccc(C(=O)N4CCCC(O)C4)cc3)CC2)n1 (stereo not given),-0.1,2.0,-0.6,5.0
COc1ccc(SCC(=O)Nc2nc3c(C)c(C)ccc3s2)cc1,0.1,-11.1,-1.2,-2.5
CCCn1c(=O)c2c(nc3n(-c4ccc(C)c(C)c4)c(C)c(C)n23)n(C)c1=O,0.3,15.8,-2.1,4.2
Cn1c(=O)cc(SCC(=O)NCc2ccco2)c2ccccc21,-0.2,-1.6,0.2,-4.1
O=C(N1CCCCCC1)N1c2ccccc2C=Cc2ccccc21,-0.1,5.5,0.1,35.9*
CCOC(=O)C(C)Sc1nnc(NC(=O)c2c(F)cccc2Cl)s1 (stereo not given),-0.2,0.5,5.0*,1.7
O=C(NCCCN1CCCC1)C1CC(=O)N(c2ccc(F)c(Cl)c2)C1 (stereo not given),0.3,25.1,0.7,9.9
CC(C)(C)c1csc(NC(=O)C2CC2)n1,0.0,6.7,-0.4,-17.8
CCC[C@@H]1NC(=O)[C@H]2CN(Cc3ccc(CN4CCCCC4)s3)CCN2C1=O,0.1,10.8,-0.8,4.1
O=C(Cc1ccc(Cl)cc1)Nn1c(-c2cccc(Cl)c2)nc2ccccc2c1=O,0.0,12.0,1.0,5.1
O=C(Cn1cc([N+](=O)[O-])cn1)Nc1ccc(-c2noc(COc3ccccc3)n2)cc1,-0.6,-3.2,1.9,-6.6
CC(=O)c1ccc(NC(=O)CCCOc2ccc(Cl)cc2)cc1,0.2,-14.9,1.3,-2.7
CC(C)(C)c1ccc(OCNC(=O)c2ncn[nH]2)cc1,-0.9,16.9,1.6,5.9
CNC(=O)CN(c1ccccc1OC)S(C)(=O)=O,-0.1,-0.6,1.0,-2.3
Cn1cnc2cc(-c3n[nH]c(=O)c4ccccc34)ccc21,0.1,16.4,0.2,-1.4
COc1cc(C2C(C#N)=C(N)Oc3n[nH]c(C(C)(C)C)c32)ccc1OC(C)C (stereo not given),-0.1,2.1,-0.4,-8.4
O=C(Nc1ccc(Br)cn1)c1cc([N+](=O)[O-])nn1Cc1ccccc1,-0.2,12.6,-0.7,-15.7
CC(=O)OCC12C=CC(O1)C1C(=O)N(c3ccccc3)C(=O)C12 (stereo not given),-0.2,6.1,-0.7,4.6
CCCCc1ccc(NC(=O)C2c3ccccc3Oc3ccccc32)cc1,0.0,10.1,-1.2,-1.6
Cc1c(NC(=O)C(C)N2C(=O)C3CCCCC3C2=O)c(=O)n(-c2ccccc2)n1C (stereo not given),0.0,2.0,0.6,9.7
CCNc1nc(NC(C)C)nc(N(C#N)C(C)C)n1,-0.1,-6.5,-0.6,-20.9
CC(Oc1ccc(Cl)cc1Cl)C(=O)O/N=C(\N)c1cccc([N+](=O)[O-])c1 (stereo not given),-0.1,13.9,1.9,6.2
COc1ccccc1NC(=O)C(=O)NCC(c1ccc2c(c1)OCO2)N1CCN(C)CC1 (stereo not given),-0.1,2.7,0.6,0.2
C=CCOC(=O)C1=C(C)NC(SCC(=O)Nc2cc(C)ccc2C)=C(C#N)C1c1cccs1 (stereo not given),0.1,-12.2,0.7,4.5
CCc1ccc(C(C)(O)C(CN2CCOCC2)c2ccccc2)cc1 (stereo not given),0.1,7.4,1.3,-2.8
COc1ccccc1NC(=O)c1c(N)sc2c1CCCCC2,0.5,-13.1,-0.3,-16.0
N#CC1=C(N)C(C#N)(C#N)C2=CCSCC2C1c1ccc(Cl)s1 (stereo not given),-0.3,10.0,1.4,-7.1
O=C(Cn1cc([N+](=O)[O-])cn1)Nc1nnc(CCc2ccccc2)s1,-0.1,-3.3,-1.1,5.0
Cc1cc2c(cc1/C=C(\C#N)C(=O)NC1CCCCC1C)OCO2 (stereo not given),1.1,0.6,-0.4,-0.5
Cc1ccc(C)c(NS(=O)(=O)c2ccc3c(c2)OCCO3)c1,0.0,4.5,1.1,8.3
O=C1CCCc2c1[nH]c1ccc([N+](=O)[O-])cc21,-0.1,8.8,1.1,4.2
O=C(CC1C(=O)NCCN1Cc1ccc(-c2ccccc2)cc1)NCCc1cscn1 (stereo not given),0.0,-12.2,-0.8,7.7
CS(=O)(=O)N1CCCCC1C(=O)Nc1nc2c(Cl)c(Cl)ccc2s1 (stereo not given),0.2,17.6,0.6,0.0
COCC(=O)NCCNc1nc2c(c(=O)n(C)c(=O)n2C)n1Cc1cc(C)ccc1C,0.0,76.7*,-0.3,6.5
O=C(COc1cc(O)c2c(=O)cc(-c3ccccc3)oc2c1)c1ccc(F)cc1,-0.1,-5.7,-0.1,0.3

# An excerpt of these results, with two lines to a compound:
# The line under a structure holds: FBW7 act, MITF inh, GPR151 ag, TEAD-YAP inh
CC(Oc1ccc(Cl)cc1Cl)C(=O)O/N=C(\N)c1cccc([N+](=O)[O-])c1 (stereo not given)
  -0.1, 13.9, 1.9, 6.2
COCC(=O)NCCNc1nc2c(c(=O)n(C)c(=O)n2C)n1Cc1cc(C)ccc1C
  0.0, 76.7*, -0.3, 6.5
COc1ccccc1NC(=O)C(=O)NCC(c1ccc2c(c1)OCO2)N1CCN(C)CC1 (stereo not given)
  -0.1, 2.7, 0.6, 0.2
CS(=O)(=O)N1CCCCC1C(=O)Nc1nc2c(Cl)c(Cl)ccc2s1 (stereo not given)
  0.2, 17.6, 0.6, 0.0
CCc1ccc(C(C)(O)C(CN2CCOCC2)c2ccccc2)cc1 (stereo not given)
  0.1, 7.4, 1.3, -2.8
O=C(CC1C(=O)NCCN1Cc1ccc(-c2ccccc2)cc1)NCCc1cscn1 (stereo not given)
  0.0, -12.2, -0.8, 7.7
C=CCOC(=O)C1=C(C)NC(SCC(=O)Nc2cc(C)ccc2C)=C(C#N)C1c1cccs1 (stereo not given)
  0.1, -12.2, 0.7, 4.5

# (further entries)
SMILES,FBW7 act,MITF inh,GPR151 ag,TEAD-YAP inh
CCOC(=O)C1=C(C)NC(=O)C(C#N)C1c1ccc([N+](=O)[O-])cc1 (stereo not given),0.3,5.5,-0.7,-7.6
CC(C)N1C(=O)CCC1C(=O)N1CCOCC1 (stereo not given),0.3,5.5,1.7,9.2
CC1CCN(C(=O)c2ccc(C(=O)N3CCC(C)CC3)cc2)CC1,0.2,2.8,1.0,7.5
CCCn1c(=S)[nH]c2cc(C(=O)NCc3ccc(Cl)c(Cl)c3)ccc2c1=O,0.2,15.7,-0.1,3.3
COc1ccc(S(=O)(=O)N(CC(N)=O)Cc2ccccc2)cc1,0.1,-6.0,1.9,-7.8
CCC(=O)N1c2ccccc2-c2nnc(SC)nc2OC1CC (stereo not given),-0.1,0.1,1.4,-7.2
N#Cc1c(N)c2ccccn2c1C(=O)c1ccc(Br)cc1,-0.1,1.2,-0.3,1.6
CC(C)(C)C(=O)Nc1ccc(I)cc1Cl,0.0,5.5,1.8,-0.2
C=CCN1CCN(c2c(Cl)cccc2NC(=O)c2cccc(Nc3ccccn3)n2)CC1,0.4,-4.9,-0.4,-0.8
Cc1ccc(C(C)CCN2CCOc3ccc(C4(O)CCN(C)CC4)cc3C2)o1 (stereo not given),-0.1,-1.9,-0.7,2.9
Cc1cc(Nc2ccc(Br)cc2)nc(-n2nc(C)cc2C)n1,0.6,3.6,0.3,64.1*
COc1ccc(C(=O)CSc2nc(N)cc(=O)[nH]2)cc1C,0.0,2.7,1.9,1.4
CCOC(=O)CNC(=O)Cn1c(C(=O)OCC)cc2oc(C)cc21,-0.2,1.4,0.0,9.7
O=C1c2cccc3c(Cl)ccc(c23)C(=O)N1O,-0.1,1.1,-2.0,45.5*
COCCNC(=O)c1ccc2c(c1)NC(=O)CS2,0.0,5.3,1.0,0.0
COc1ccc(-c2cc(C(=O)NCCCN3CCOCC3)on2)cc1OC,0.0,-4.2,0.4,-0.1
CC(=O)Nc1ccc(Sc2ccc(NC(C)=O)cc2)cc1,0.1,3.0,-0.5,-10.3
O=C(NC1=NCCS1)c1cc([N+](=O)[O-])ccc1N1CCCCC1,0.2,7.5,2.7,-4.9
COC(F)(C(=O)Nc1sc(C(=O)N2CCCCC2)c(C)c1C#N)C(F)(F)F (stereo not given),0.4,14.6,0.7,-3.3
COc1ccccc1Cc1noc(-c2ccc([N+](=O)[O-])cc2)n1,-0.3,27.3,0.9,-17.1
CC(O)CNC(=O)C(=O)Nc1ccccc1Cl (stereo not given),0.2,-3.0,0.7,-42.3
CCCSc1nnc(CNC(=O)c2c(F)cccc2Cl)n1-c1ccccc1OC,0.8,7.4,-0.1,-5.6
c1ccc(-c2nnsc2-c2ncc[nH]2)cc1,0.0,1.2,-0.4,3.3
Cc1cccn2c(=O)c(/C=C3\SC(=S)NC3=O)c(NCCO)nc12,0.0,-5.5,-0.2,-3.8
Cc1oc(-c2ccccc2F)nc1CS(=O)(=O)CC(=O)NC1CCCC1,0.0,-13.3,0.4,-3.8
COc1ccc(-c2c(C)oc3cc(OCC(=O)OC(C)(C)C)ccc3c2=O)cc1OC,-0.2,-2.3,-0.5,6.5
O=[N+]([O-])c1cccc(-c2nc3c4ccccc4nc(SCc4ccccc4Cl)n3n2)c1,-0.2,0.7,-0.4,0.8
CCOC(=O)C1=C(C)NC(=S)NC1c1ccco1 (stereo not given),-0.1,10.8,0.2,0.0
CCOc1ccc(C(=O)Nc2sc3c(c2C(N)=O)CCCC3)cc1,0.0,40.9,-0.3,3.3
O=C(O)c1ccc(N=Cc2c(O)[nH]c(=S)[nH]c2=O)cc1,0.0,1.8,-0.9,3.4
COc1ccc(CN2CC(=O)N(c3ccc(C)c(Cl)c3)C2=S)cc1OC,0.0,8.1,-0.1,-9.4
CCOCCn1c(=O)c2c(nc3n(-c4cc(C)cc(C)c4)c(C)c(C)n23)n(C)c1=O,1.4,-4.5,-0.9,-4.2
NS(=O)(=O)c1cc([N+](=O)[O-])c(O)c2ccccc12,-0.2,-2.1,0.4,-3.8
Cc1ccc(NC(=O)c2ccc(F)c(S(=O)(=O)N3CCCC3)c2)cc1F,0.8,-0.4,-0.7,-11.2
CC(C)(C)C1=NN(CC(=O)NCc2ccco2)C(=O)c2cc3ccccc3n2C1,-0.1,4.5,0.2,0.1
C#CCOc1c(Br)cc(CO)cc1OCC,0.1,-4.6,0.0,-4.0
Cc1ccc(-c2nc(CS(=O)(=O)CC(=O)NCc3cccc(F)c3)c(C)o2)cc1,-0.1,1.1,-0.8,4.3
COCCNC(=O)c1ccc(Cn2c(SCc3cc(=O)n4ccccc4n3)nc3ccc(Br)cc3c2=O)cc1,-0.1,-9.1,0.5,-3.1
Cc1cc2c(cc1S(=O)(=O)N1CCC(Cc3ccccc3)CC1)n(C)c(=O)c(=O)n2C,0.0,7.8,-1.1,-6.4
CCC1(C)CC(CCNCc2ccc(OC)cc2)(c2ccc(F)cc2)CCO1 (stereo not given),0.2,-8.9,0.1,-7.5
CCOC(=O)c1ccc(-c2ccc(C(=O)Nc3cccnc3)o2)cc1,0.0,6.6,-6.7,-15.6
O=C(CNc1ccc(Cl)cc1)N/N=C/c1ccc(Br)cc1,-0.1,-9.6,-0.5,-13.1
Cc1ccccc1OCCSc1nnnn1-c1ccccc1,0.2,-12.2,0.4,-67.5
O=C1/C(=C/c2ccc(-c3cc(Cl)ccc3Cl)o2)C=C(c2ccccc2)N1c1ccc(Cl)cc1,0.3,20.4,1.2,1.6
Brc1ccc(-c2noc(CCc3ccccc3)n2)o1,-0.2,-8.7,2.6,-27.9
COC(=O)C1CCN(Cc2ccc3c(c2)CN(C(=O)CC(C)(C)C)CCO3)CC1,-0.1,-15.2,3.1,-15.3
C#CCOc1c(Cl)cc(/C=c2\sc3nc4cc(C)c(C)cc4n3c2=O)cc1OC,0.0,10.2,4.4,2.1
Cc1nc(N2CCN(c3ccccn3)CC2)c2c(C)c(C(=O)Nc3ccc(C)c(F)c3)sc2n1,0.0,12.4,-0.5,-2.9
COc1ccccc1N1CCN(C2CCCN(C(=O)CN(C)Cc3cccnc3)C2)CC1 (stereo not given),0.1,5.8,0.3,-2.0
Cc1cc(-c2ccc(/C=C3\C(=O)SC(=Nc4ccccc4)N3c3ccccc3)o2)ccc1[N+](=O)[O-],0.0,-1.7,-0.1,-9.7
CC1(C)O[C@H]2OC([C@H](O)CON3C(=O)c4ccccc4C3=O)[C@H](O)[C@H]2O1 (stereo not given in full),0.0,-1.0,-0.3,x
COC(=O)[C@@H]1CCCN1Cc1c(C(=O)N(C)CCc2ccccc2)nc2sccn12,0.1,2.2,0.9,0.5
Cc1cc(C)c(NC(=O)C(=O)NCCN2CCOCC2)c(C)c1,0.1,7.4,0.7,6.7
